CHRM5 PAM – human M5 muscarinic receptor positive allosteric modulators, primary screen, CHO-K1 cells, Fluo-8 calcium fluorescence; Muscarinic acetylcholine receptor M5 (Homo sapiens), P08912; CHO-K1 hM5, ACh EC20 PAM; 0% = ACh EC20, 100% = ACh EC100; activation, % at 3 µM; 360,000 compounds, 0.3% hits;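 active = activation above the run cutoff, the mean activation of all test compounds plus 3 SD, cut at about 18% in these data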
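Assay system – human M5 receptor in CHO-K1 cells · Read-out – % activation, ACh-normalized · Technique – Fluo-8 calcium fluorescence · Dosing – single-point, 3 µM nominal · Incubation – Fluo-8 loading 80 min at 37 °C plus 30 min room temperature · Repeats – singlicate, one well per test compound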
M5 ag – human M5 muscarinic receptor agonists, primary screen, CHO-K1 cells, Fluo-8 calcium fluorescence | CHO-K1 hM5 cells; 0% DMSO wells, 100% maximal acetylcholine response | activation, % at 3 µM | 360,000 compounds, 0.19% hits | AID 624037, 2012;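 active = activation above the run's mean over test compounds plus 3 SD, cut at about 23% in these data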;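 also: signal is peak over basal fluorescence ratio across the kinetic read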
CHRM4 antagonist – human M4 muscarinic receptor antagonists, primary screen, CHO cells, Fluo-8 calcium fluorescence; Muscarinic acetylcholine receptor M4 (Homo sapiens), P08173; CHO-hM4 cells, ACh EC80; inhibition, % at 3 µM; 360,000 compounds, 0.73% hits; AID 624125, 2012;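 active = inhibition above its plate's cutoff, the mean inhibition of sample wells plus 3 SD, cut at about 27% in these data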;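 also: 0% = acetylcholine EC80 with DMSO and 100% = DMSO without agonist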
Target sequence (P08173 whole entry, looked up): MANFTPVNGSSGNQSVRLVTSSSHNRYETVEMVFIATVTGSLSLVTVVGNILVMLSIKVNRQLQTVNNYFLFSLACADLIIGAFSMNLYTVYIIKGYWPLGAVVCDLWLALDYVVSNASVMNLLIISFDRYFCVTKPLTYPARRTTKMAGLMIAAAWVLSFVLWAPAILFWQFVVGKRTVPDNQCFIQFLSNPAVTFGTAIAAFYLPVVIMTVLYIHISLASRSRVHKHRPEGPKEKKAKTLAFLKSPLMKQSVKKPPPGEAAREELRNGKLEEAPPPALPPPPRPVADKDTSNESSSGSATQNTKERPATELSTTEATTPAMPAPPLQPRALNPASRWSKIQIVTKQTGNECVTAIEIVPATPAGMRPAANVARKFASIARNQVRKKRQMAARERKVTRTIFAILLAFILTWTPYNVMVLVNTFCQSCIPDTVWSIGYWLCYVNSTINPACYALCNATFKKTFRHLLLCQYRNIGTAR
CHRM4 PAM – human M4 muscarinic receptor positive allosteric modulators, primary screen, CHO-K1 cells, Fluo-8 calcium fluorescence; Muscarinic acetylcholine receptor M4 (Homo sapiens), P08173; CHO-K1 hM4/Gqi5, ACh EC20; 0% = ACh EC20, 100% = maximal ACh; activation, % at 3 µM; 360,000 compounds, 0.4% hits;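 active = activation above its plate's cutoff, the mean activation of sample wells plus 3 SD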; also: some results filed as inactive read as strong as hits
CHRM4 agonist – human M4 muscarinic receptor agonists, primary screen, CHO-K1 cells, Fluo-8 calcium fluorescence; Muscarinic acetylcholine receptor M4 (Homo sapiens), P08173; CHO-K1 hM4/Gqi5; vehicle 0%, full acetylcholine response 100%; activation, % at 3 µM; 360,000 compounds, 0.14% hits; AID 624127, 2012;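 active = activation above the run mean over all test wells plus 3 SD, cut at about 32% in these data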;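 also: peak over basal fluorescence ratio per well then scaled between controls; 0% = DMSO wells and 100% = acetylcholine at EC100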
CHRM1 PAM – human M1 muscarinic receptor positive allosteric modulators, primary screen, CHO-K1 cells, Fluo-8 calcium fluorescence, 1536-well | Muscarinic acetylcholine receptor M1 (Homo sapiens), P11229 | 360,000 compounds, 0.088% hits | AID 588819, 2011 | activation, % at 3 µM | CHO-K1 hM1, ACh EC20; 0% = ACh EC20, 100% = maximal ACh; in the data active = activation above about 19%, passing the limit was not always enough
Target sequence (P11229 whole entry, looked up): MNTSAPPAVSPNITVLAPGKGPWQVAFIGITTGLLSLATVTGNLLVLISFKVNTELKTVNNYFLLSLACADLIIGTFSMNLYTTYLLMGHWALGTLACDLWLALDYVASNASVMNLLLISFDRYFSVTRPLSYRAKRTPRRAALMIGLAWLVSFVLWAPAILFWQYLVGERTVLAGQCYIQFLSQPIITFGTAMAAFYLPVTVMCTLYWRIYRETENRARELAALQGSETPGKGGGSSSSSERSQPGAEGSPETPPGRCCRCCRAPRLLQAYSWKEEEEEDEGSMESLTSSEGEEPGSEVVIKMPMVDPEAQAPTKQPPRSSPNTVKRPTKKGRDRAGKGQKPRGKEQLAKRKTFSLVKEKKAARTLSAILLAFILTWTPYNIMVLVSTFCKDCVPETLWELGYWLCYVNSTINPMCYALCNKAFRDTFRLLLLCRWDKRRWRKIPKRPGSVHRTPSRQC
M5 antag – human M5 muscarinic receptor antagonists, primary screen, CHO cells, Fluo-8 calcium fluorescence | Muscarinic acetylcholine receptor M5 (Homo sapiens), P08912 | CHO-hM5 cells, ACh EC80 | inhibition, % at 3 µM | 360,000 compounds, 0.59% hits | AID 624040, 2012;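 active = inhibition above a per-plate cutoff, the mean of that plate's test compounds plus 3 SD, cut at about 27% in these data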;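 also: 0% = acetylcholine EC80 with DMSO and 100% = DMSO without agonist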
CRFBP-R2 block – antagonists of CRF-BP/CRF-R2 complex, primary screen, cell-based, HEK293, calcium dye fluorescence, uHTS | inhibition, % at 11.8 µM | CRF-induced calcium fluorescence | 350,000 compounds, 0.59% hits;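 active = inhibition of the ligand-induced calcium signal above about 50% at the single tested concentration, limit read from the data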
CRFBP-R2 agonist – agonists of CRF-BP/CRF-R2 complex, primary screen, cell-based, HEK293, calcium dye fluorescence, uHTS. 350,000 compounds, 0.46% hits. activation, % at 13.2 µM. calcium dye fluorescence (FLIPR); percent of saturating CRF peptide response. CRF-binding protein / CRF receptor 2 complex (human);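 active = activation of at least 50%, plus an integration ratio under a set limit after plate pattern correction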;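 also: plate controls were neutral control wells without compound for no effect and CRF at EC100 for full effect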
The depositor's hits bear a star; x = not tested or not shown.

SMILES	CHRM5 PAM	M5 ag	CHRM4 antagonist	CHRM4 PAM	CHRM4 agonist	CHRM1 PAM	M5 antag	CRFBP-R2 block	CRFBP-R2 agonist
CCCCn1c(CCC)nc([N+](=O)[O-])c1Sc1ccc(Cl)cn1	-5	-5	-5	1	-1	1	0	-2	0.3
CCOC(=O)CNC(=O)CSc1cc(C)nc2ccc(OC)cc12	-6	0	-2	7	4	15	2	5	-1.0
COC(=O)c1cc(/C=C/c2ccccc2)[nH]n1	-3	5	0	4	-1	-3	10	3	-0.2
CCCCCC(=O)Nc1cccc(C2=NOC3(C2)C[C@H](C(N)=O)N(C(=O)c2ccccc2)C3)c1 (stereo not given in full)	19*	3	5	13	2	16	3	-4	-2.3
COc1cccc(C2C3=C(CCCC3=O)Nc3nc(-c4cc(OC)c(OC)c(OC)c4)nn32)c1 (stereo not given)	-10	-6	4	4	1	5	5	3	-1.0
COC(=O)Cc1cc(=O)[nH]c(Nc2nc3ccccc3o2)n1	3	0	3	12	0	3	-3	19	-1.6
NC(c1csc(Nc2ncccn2)n1)C1CCCCC1 (stereo not given)	-3	0	-10	3	2	9	-6	x	x
Cc1nc2ccccn2c1C(=O)N/N=C/c1ccc2c(c1)OCO2	0	0	7	7	2	6	-1	4	1.9
COCCN1C(=O)CN(S(C)(=O)=O)CC1(C)C(=O)NC(C)C (stereo not given)	1	-2	6	11	1	x	-9	x	x
NC(=O)CSc1nnc2n(N)c(=O)c3ccccc3n12	1	-3	-2	4	1	14	2	-2	-0.6
COc1ccc2c(c1)[nH]c1c(=O)n(Cc3ccccn3)cnc12	-6	-2	3	-2	1	1	5	8	-0.2
CC(=O)OCC1OC(n2ccc3ccccc32)C(OC(C)=O)C(OC(C)=O)C1OC(C)=O (stereo not given)	13	2	-12	1	2	0	-21	3	-0.3
O=C(NCCCn1ccnc1)c1nn2c(C(F)(F)F)cc(-c3ccccc3)nc2c1Cl	-2	-6	4	-2	2	5	10	3	-0.3
Cc1cc(-c2ccccc2)nc(N/N=C/c2ccco2)n1	-3	2	8	-5	3	-1	-1	18	-2.7
COCCNC(=O)CC(NS(=O)(=O)c1ccc(C)cc1)c1ccco1 (stereo not given)	-3	-1	-2	4	1	1	-8	14	-2.0

Reprinted from the part before: 2 entries, followed by the next part.
SMILES	CHRM5 PAM	M5 ag	CHRM4 antagonist	CHRM4 PAM	CHRM4 agonist	CHRM1 PAM	M5 antag	CRFBP-R2 block	CRFBP-R2 agonist
Cc1cc(-c2ccccc2)nc(N/N=C/c2ccco2)n1	-3	2	8	-5	3	-1	-1	18	-2.7
COCCNC(=O)CC(NS(=O)(=O)c1ccc(C)cc1)c1ccco1 (stereo not given)	-3	-1	-2	4	1	1	-8	14	-2.0
CC(=O)Oc1ccc(C(=O)N2c3ccccc3NC(=O)C2C)cc1 (stereo not given)	3	0	-11	-5	4	8	0	17	2.7
CCOc1cc(OCC)cc(C(=O)NC(=S)Nc2cccc(C(F)(F)F)c2)c1	-2	-2	6	-2	0	1	12	-51	12
Cn1c(SCCOc2ccc(Cl)cc2)nnc1-c1ccncc1	0	0	7	-7	1	10	-5	5	-2.9
C#CCNC(=O)C1=C[C@H](c2ccc(C(F)(F)F)cc2)C[C@H](OCc2ccc(CO)cc2)O1	-1	1	4	0	2	11	8	-1	0.4
COc1ccccc1C(c1nnnn1C1CCCC1)N1CCN2CCCC2C1 (stereo not given)	-21	-6	-2	-8	0	-19	2	3	0.2
CC(C)c1ccc(OC(=O)c2ccc3c(=O)n4c(nc3c2)CCC4)cc1	-9	2	10	-7	12	-4	7	-1	3.2
CCN(CC)CC(=O)c1c[nH]c2ccccc12	-3	-1	0	0	1	5	4	6	-1.4
Cc1cccc(C)c1OCC(=O)NNC(=S)NC(=O)C1CC1	2	1	4	1	11	3	17	-18	23
COc1ccc(COC(=O)C2CCN(S(=O)(=O)c3cccs3)CC2)cc1	-9	-1	5	-8	7	-6	9	9	0.5
COc1ccc(CN2CCN(Cc3cccc(Oc4ccccc4)c3)CC2)c(OC)c1OC	-18	0	12	-16	22	-26	35*	5	0.0
Cc1ccc(S(=O)(=O)N2CN(Cc3ccco3)c3nc4ccccc4nc32)cc1	1	1	0	0	0	1	-1	12	5.4
CCCSC1=N/C(=C/c2ccsc2)C(=O)N1c1ccccc1	-4	-2	-3	4	-1	-4	-1	7	-1.2
Cc1nn(CC(=O)NNC(=S)NCC2CCCO2)c(C)c1Br (stereo not given)	-1	3	-4	3	1	-4	-5	19	1.1
COc1ccc(/C=C2/SC(=S)N(n3c(C)ccc3C)C2=O)cc1	1	-2	1	-6	3	0	-8	-6	0.2
COc1ccc(/C(C)=N/NC(=O)CN(c2ccc(OC)cc2)S(=O)(=O)c2ccccc2)cc1	-3	-2	-4	0	8	-2	15	13	-0.1
O=S(=O)(c1ccc(S(=O)(=O)N(Cc2cccs2)CC2CCCO2)cc1)N1CCCCC1 (stereo not given)	-3	-3	-22	-1	1	-9	-12	2	6.5
CC1CCCC(NC(=S)NC(=O)c2ccco2)C1C (stereo not given)	5	1	5	-2	-1	1	-2	-14	1.4
Cc1ccc(C(=O)Oc2cc(C)[nH]c(=O)c2[N+](=O)[O-])cc1	0	-4	-7	3	0	2	-2	1	0.0
CCN(CC)S(=O)(=O)c1cccc(C(=O)N[C@H](C(=O)NCc2ccc(Cl)cc2)C(C)C)c1	-5	-4	-2	-10	6	-6	-4	7	-0.7
CCOP(=O)(OCC)C(C)(C)NC(=O)c1cc([N+](=O)[O-])cc([N+](=O)[O-])c1	1	0	-8	17	0	2	1	-1	-1.5
COc1ccc(CN2CCNC(=O)C2CC(=O)N(C)Cc2ccon2)cc1OC (stereo not given)	2	0	3	-4	0	3	0	11	-0.6
Cn1c(=O)oc2cc(S(=O)(=O)N3CCc4ccccc43)ccc21	-11	-14	-9	6	6	-3	17	12	2.2
CN(CCC#N)C(=O)COC(=O)c1ccc2[nH]c3c(c2c1)CCCC3	-10	2	8	-11	19	-6	13	10	-1.4
Cc1cc(C)n(-c2ccc(C(=O)OCC(=O)NCc3ccc(Cl)cc3)cc2)n1	2	-1	3	-1	2	4	-1	-11	-1.0
COC(=O)c1c(NC(NC(C)=O)C(Cl)(Cl)Cl)sc2c1CCCC2 (stereo not given)	-11	-4	1	-3	3	-6	9	20	0.6
CCN(CC)S(=O)(=O)c1ccc(N)cc1	4	4	2	12	2	13	2	1	-1.8
COc1ccccc1N=Cc1c(C)c(C#N)c2[nH]c3ccccc3n2c1=O	13	-2	10	0	3	7	-2	-30	27
Cc1ccc(C)c(OCC(O)CNC2CCCC2)c1 (stereo not given)	3	-6	9	-6	1	1	-5	0	-1.0
O=C(CN1CCOCC1)N1CCOCC1	-1	4	-6	5	1	8	3	-4	4.7
COc1cc2c(cc1OC)CN(C(=O)CNS(=O)(=O)c1ccc(C)c(C)c1)CC2	23*	1	19	30*	16	9	21	1	0.2
COc1ccc(-c2cc3nc(C)cc(NCCO)n3n2)cc1	5	-3	-16	16	0	1	-13	23	-2.4
O=S(=O)(c1ccc(Br)cc1)N1CCCC1	-4	-18	6	-6	0	10	3	-16	0.5
N#Cc1cnn(Cc2ccc(Cl)cc2)c1N	-1	-3	-14	8	1	0	-5	13	-4.6
CC(=O)c1ccc(NC(=S)NCCc2ccccn2)cc1	3	-1	-1	5	0	3	-8	19	-1.0
CCOc1ccc(S(=O)(=O)N2CCOCC2)cc1NC(=O)CN1C(=O)NC(CC)(c2ccccc2)C1=O (stereo not given)	-3	-4	-4	-2	5	-2	4	-6	-2.5
O=C(Nc1ccc(S(=O)(=O)N2CCOCC2)cc1)c1ccccc1	0	1	-22	12	5	6	-8	6	-1.2
O=C(CSc1nnc(NC(=O)C2CC2)s1)NCc1cccs1	-10	-1	1	-6	1	10	12	13	-1.6
O=C1CN(C(=O)NCC(=O)N[C@H](Cc2ccccc2)C(=O)O)c2ccccc2N1	-3	2	-6	1	8	2	5	4	-1.3
O=c1ccc2ccc(Oc3ccc([N+](=O)[O-])cc3Cl)cc2o1	0	-6	2	-12	0	-5	5	0	-0.1
O=C(OC[C@@H]1CCCN2CCCC[C@H]12)c1cc2ccccc2oc1=O	1	-4	13	9	1	4	0	16	-0.8
CCCCNC(=O)c1onc(CSc2ccccc2C)c1C(=O)O	5	-1	-8	5	1	10	9	-1	0.2
COc1ccc(Oc2nc(OC)cc(OC)n2)cc1	1	-3	-6	3	0	-3	3	-4	1.1
O=C(NCCOCC(F)(F)C(F)F)c1cc(F)c(F)cc1Cl	-5	-3	5	0	0	0	20	-8	0.9
CC(C)(C)c1ccc(OCCC(=O)OCC(=O)NC2CC2)cc1	-1	9	-9	4	8	1	-9	2	-1.8
O=C1CC(c2ccccc2)CC(=NCCO)/C1=C(\O)CCCN1C(=O)c2ccccc2C1=O (stereo not given)	0	-2	-3	4	5	1	2	0	-3.1
COc1ccc(C(NCC(=O)NC(C)c2ccc(Cl)cc2)c2ccccc2)cc1 (stereo not given)	2	-3	-7	-2	2	-1	-8	9	1.9
CCCOc1ccc(F)cc1-c1cc(C(=O)Nc2ccc(OC)c(OC)c2)[nH]n1	-5	-1	-7	-1	10	-9	5	x	x
CC(=NCCc1ccccc1)C1=C(O)CSC1=O	-3	-2	4	23	3	11	6	-4	4.6
Cc1ccc(Cc2c(-c3ccc(C)cc3)nc3cc(C)ccn23)cc1	-3	0	8	-3	17	1	13	12	-1.0
CCOc1ccc(NC(=O)CN(C)C(=O)c2csc3c2CCCC3)cc1OCC	-10	1	6	-3	2	-3	4	-3	1.5
COc1ccccc1Oc1ccc2c(c1)C(=O)N(c1ccccc1)C2=O	-1	0	1	-3	1	7	0	18	5.2
Brc1ccc(C2C3=C(Nc4ncnn42)c2ccccc2OC3c2ccncc2)cc1 (stereo not given)	-5	-3	5	7	0	-1	1	-136	2.0
COc1ccccc1CN1CC(C(=O)NCc2cnn(C)c2)CCC1=O (stereo not given)	-3	-2	-6	-1	1	7	-8	-3	-0.8
CCC(C)(C)n1nnnc1C(c1cccnc1)N1CCCC(C)C1 (stereo not given)	-6	-1	1	2	1	-2	4	-4	0.1

Quoted from the listing.
`O=C1CC(c2ccccc2)CC(=NCCO)/C1=C(\O)CCCN1C(=O)c2ccccc2C1=O` (stereo not given) | CRFBP-R2 agonist = -3.1
`CN(CCC#N)C(=O)COC(=O)c1ccc2[nH]c3c(c2c1)CCCC3` | CHRM4 antagonist = 8
`COc1ccccc1CN1CC(C(=O)NCc2cnn(C)c2)CCC1=O` (stereo not given) | M5 ag = -2
`Brc1ccc(C2C3=C(Nc4ncnn42)c2ccccc2OC3c2ccncc2)cc1` (stereo not given) | M5 antag = 1
`CCCCCC(=O)Nc1cccc(C2=NOC3(C2)C[C@H](C(N)=O)N(C(=O)c2ccccc2)C3)c1` (stereo not given in full) | CRFBP-R2 agonist = -2.3
`O=C(NCCOCC(F)(F)C(F)F)c1cc(F)c(F)cc1Cl` | CHRM4 antagonist = 5

Screens from PubChem.
